Diaph inh CS = diaphorase inhibition or chemical oxidation counter-screen | inhibition, % at 20 µM | diaphorase resazurin-to-resorufin fluorescence, NADH, 16 min; bacterial (C. kluyveri) enzyme, not human | 190,000 tested, 0.69% active;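 active means primary screen inhibition at 20 µM above a set limit, cut at about 50% in these data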;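 further: plate controls were DMSO with full reaction for no effect and wells lacking NADH for full effect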
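System: Bacterial diaphorase enzyme (C. kluyveri) | Incubation: 16-min room-temperature incubation before reading | Benchmarks: No-NADH positive control and DMSO neutral control | Measured by: Resorufin fluorescence 544/590 nm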
TNAP act hi DEA = TNAP (human) activation, high acceptor; activation factor at 20 µM; 200,000 tested, under 10 active; P05186; purified TNAP, CDP-star luminescence, 1 M DEA, 30 min; hits give high values; 0 = EDTA background, 1 = DMSO-only activity;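 active means activation factor at least 2 at 20 µM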
Target sequence (P05186 whole entry, looked up): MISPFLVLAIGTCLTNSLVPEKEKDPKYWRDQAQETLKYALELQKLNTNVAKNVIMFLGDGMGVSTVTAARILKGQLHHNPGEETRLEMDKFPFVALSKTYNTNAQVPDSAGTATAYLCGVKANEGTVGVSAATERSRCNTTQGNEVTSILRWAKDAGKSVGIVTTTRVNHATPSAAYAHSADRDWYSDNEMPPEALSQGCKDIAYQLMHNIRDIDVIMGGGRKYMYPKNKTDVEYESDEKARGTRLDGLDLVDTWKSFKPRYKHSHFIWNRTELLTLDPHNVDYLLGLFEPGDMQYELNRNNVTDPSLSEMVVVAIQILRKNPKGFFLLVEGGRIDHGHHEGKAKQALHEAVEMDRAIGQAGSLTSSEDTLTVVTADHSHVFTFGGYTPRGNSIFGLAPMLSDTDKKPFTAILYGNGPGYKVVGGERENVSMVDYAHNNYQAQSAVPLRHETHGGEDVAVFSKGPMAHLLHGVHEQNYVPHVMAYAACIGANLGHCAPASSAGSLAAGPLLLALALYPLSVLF
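Test system – human TNAP · Doses – 20 µM single point · Incubation – 30 min, room temperature · Signal – luminescent substrate turnover signal · Read-out basis – activation factor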
bIAP inh = blocks bovine intestinal alkaline phosphatase activity; purified bovine IAP, CDP-star luminescence, 30 min; inhibition, % at 20 µM; 190,000 tested, under 10 active;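 active means over 50% inhibition of intestinal alkaline phosphatase at 20 µM in the single-dose screen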
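System: Purified bovine intestinal alkaline phosphatase (IAP) enzyme | Input: IAP diluted 1/65,000,000 in the well | Also added: CDP-star chemiluminescent phosphatase substrate, 30 µM final | Dosing: 20 µM single dose | Times: Enzyme reaction for 30 min at room temperature | Detection: Luminescence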
PMI activator = activators of human phosphomannose isomerase; purified human PMI, coupled resazurin fluorescence, 20 min; hits give high values; 1 = vehicle control, 0 substrate-free wells; activation factor at 20 µM; 190,000 tested, 0.005% active; AID 1214;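 active means activation factor of 2 or more at 20 µM, relative to plate controls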
Target sequence (P34949 whole entry, looked up): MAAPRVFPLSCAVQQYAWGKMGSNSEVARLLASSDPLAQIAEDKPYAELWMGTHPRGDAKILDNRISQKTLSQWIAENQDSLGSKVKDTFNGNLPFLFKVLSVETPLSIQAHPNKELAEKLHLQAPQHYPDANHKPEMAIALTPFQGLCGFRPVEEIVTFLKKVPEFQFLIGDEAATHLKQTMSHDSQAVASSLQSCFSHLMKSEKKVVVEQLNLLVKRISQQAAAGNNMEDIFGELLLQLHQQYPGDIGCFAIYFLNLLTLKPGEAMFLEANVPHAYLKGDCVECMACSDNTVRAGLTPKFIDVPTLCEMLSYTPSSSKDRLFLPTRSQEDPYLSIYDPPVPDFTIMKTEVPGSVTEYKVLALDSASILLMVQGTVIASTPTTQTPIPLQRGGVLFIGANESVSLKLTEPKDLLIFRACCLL
TNAP inh hiacc = blocks human TNAP under high phosphate acceptor concentration; P05186; purified TNAP, CDP-star luminescence, 1 M DEA; inhibition, % at 20 µM; 200,000 tested, 0.03% active; AID 1135;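 active means over 50% inhibition of tissue-nonspecific alkaline phosphatase at 20 µM in the single-dose screen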;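 further: plate controls were DMSO wells for no effect and EDTA-quenched wells as full inhibition for full effect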
TNAP inh noacc = TNAP (human) inhibition, acceptor-free conditions | P05186 | purified TNAP, CDP-star luminescence, 30 min | inhibition, % at 20 µM | 200,000 tested, 0.26% active;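 active means tissue-nonspecific alkaline phosphatase inhibition above about 50% at 20 µM in the single-dose screen, limit read from the data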;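 further: 0% = DMSO negative control and 100% = EDTA positive control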
bIAP activator = increases bovine intestinal alkaline phosphatase activity; purified bovine IAP, CDP-star luminescence, 30 min; hits give high values; fold of DMSO-control signal, blank-subtracted; activation factor at 20 µM; 200,000 tested, 0.17% active;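 active means activation factor of 2 or more at 20 µM, a signal rise over negative controls twice the positive control's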
Diaphorase act = diaphorase activation or chemical reduction counter-screen. 190,000 tested, 0.005% active. activation factor at 20 µM. Diaphorase/resazurin coupled assay, resorufin fluorescence, 16 min; hits give high values; 1 = vehicle wells, 0 = NADH-free wells;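 active means diaphorase activity raised at least twofold by the compound at 20 µM; inactive means activation factor below 2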
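test system = bacterial diaphorase enzyme (C. kluyveri) | quantity = enzyme 0.07 U/mL final | reagent = NADH substrate 0.114 mM plus resazurin dye 0.1 mM, final | incubation = 16 min enzyme reaction, ambient temperature | buffer or medium = HEPES pH 7.4 buffer with MgCl2 and Tween 20 | signal = fluorescence of resorufin, 544 nm excitation, 590 nm emission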
PMI act satM6P = activators of human phosphomannose isomerase at near-saturating mannose 6-phosphate; P34949; coupled PMI enzyme assay, resazurin fluorescence, 20 min; hits give high values; 1 = untreated enzyme, 0 = substrate-free blank; activation factor at 20 µM; 190,000 tested, 0.34% active; AID 1216;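 active means activation factor of 2 or more at 20 µM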
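test system = human PMI in coupled enzyme assay | medium = HEPES-buffered pH 7.4 with magnesium and detergent | also added = 1.0 mM mannose-6-phosphate substrate with 0.22 mM NADP+ | compound = 20 µM single dose | times = 20 min incubation at room temperature | measured by = resorufin fluorescence (Ex 544/Em 590 nm) from resazurin via diaphorase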
Lmaj promast = reduces viability of Leishmania major promastigotes; resazurin fluorescence viability; inhibition, % at 10 µM; 200,000 tested, 9% active; AID 1063; in the data active means inhibition above about 50%;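 further: promastigotes grown with compound for 44 hours at 28 °C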
* hit, by the source's call; nt = not tested or not shown. Random draw from the library. Share with any hit: about 10%.

SMILES	Diaph inh CS	TNAP act hi DEA	bIAP inh	PMI activator	TNAP inh hiacc	TNAP inh noacc	bIAP activator	Diaphorase act	PMI act satM6P	Lmaj promast
CCOCCCNC(=O)N1CCOCC1	9.5	1	5.6	1	-1.7	-11.2	0.9	0.9	1	-9.3
Cc1onc(-c2c(Cl)cccc2Cl)c1C(=O)NCCCN1CCOCC1	4.1	1	11.6	1	-2.0	-12.9	0.9	1	1	87.7*
O=C(CN(c1cccc(Cl)c1)S(=O)(=O)c1ccc(Cl)cc1)N1CCc2ccccc2C1	11.2	1	nt	0.9	0.9	-1.9	0.1	0.9	1	36.0
O=C(Cn1cnc2c(cnn2-c2ccc(F)cc2)c1=O)NCc1ccco1	-0.3	1.1	-0.4	1	-5.0	-13.0	1	1	1.1	-6.7
CCCCS(=O)(=O)C(=C1Nc2ccccc2N1)S(=O)(=O)CCCC	-2.2	1	0.8	1	-1.2	-10.2	1	1	1.1	-2.7
O=C(NC(=S)N1CCN(c2ccc([N+](=O)[O-])cc2)CC1)c1ccco1	18.3	1	-9.1	1	4.8	3.7	1.1	0.8	1	-3.3
C=CCSc1nnc2nc3[nH]c4c(C)cccc4c3nn12	10.4	0.9	11.9	1	7.4	3.6	0.9	0.9	1	71.8*
O=C(CSC1CC(=O)N(c2ccc(C(=O)O)cc2)C1=O)Nc1ccc(Cl)cc1 (centres undefined)	3.0	1	0.0	1.1	-0.4	-20.8	1	1	1.1	-3.8
CCOC(=O)N1CCN(CC(O)COCc2ccc(OC)c(OC)c2)CC1 (centres undefined)	12.5	1.1	12.7	1.1	-7.4	-10.1	0.9	0.9	1.2	3.2
CCOC(=O)c1c(N2C(=O)Nc3ccccc3N2O)n[nH]c1-c1cccc(OC)c1	8.2	1	-14.6	1.2	-0.7	-21.3	1.1	0.9	1.2	-3.7
Cc1[nH]nc2c1C1(CCOC1C)C(C#N)=C(N)O2 (centres undefined)	8.1	1	-1.2	0.9	-3.2	-6.8	1	0.9	1	-5.1
COc1ccccc1N(CC(=O)NC(C)C)S(=O)(=O)c1cccs1	12.1	1	-0.9	0.9	2.8	5.8	1	0.9	0.9	-7.5
Fc1cc(F)cc(NC(=S)NN2CCOCC2)c1	15.1	1	-0.9	0.9	1.7	-1.5	1	0.8	0.9	0.2
CCOc1cccc(C(=O)Nc2cnn(Cc3ccccc3)c2)c1	15.6	1	5.2	0.9	4.3	-1.8	0.9	0.8	0.9	2.6
COc1ccc(Cc2nnc(SCC(=O)NC3CCCCC3)n2C)cc1	14.8	1	10.0	0.9	-0.4	-7.1	0.9	0.9	1	-1.8
CCOc1cc2[nH]c(=O)n(CCC(=O)NCCc3ccccc3)c(=O)c2cc1OCC	-4.5	1.1	3.1	1	-5.4	-23.4	1	1	1	1.0
Cc1cc(C)c2oc(C(=O)Nc3ccc(S(=O)(=O)N4CCCC(C)C4)cc3)cc(=O)c2c1 (centres undefined)	21.3	1	21.5	1.1	-0.1	-5.9	0.8	0.8	0.9	18.7
O=[N+]([O-])c1cccnc1N1CCC(c2cc(-c3cccc(C(F)(F)F)c3)n[nH]2)CC1	21.3	1.1	18.4	0.8	-11.7	10.1	0.8	0.8	0.8	17.1
CN(C)S(=O)(=O)c1cccc(COC(=O)C2=COCCO2)c1	14.6	1.1	5.1	1	-6.1	-11.0	0.9	0.9	0.9	-3.2
CSc1nc(Cl)cc(Nc2ccc(O)cc2)n1	6.9	1	4.3	1.1	-4.1	-5.3	1	0.9	1.1	2.0

Sorted by the number under TNAP inh hiacc (high to low): 3 from the list above
mol	TNAP act hi DEA	bIAP inh	PMI activator	TNAP inh hiacc	TNAP inh noacc	bIAP activator	PMI act satM6P
C=CCSc1nnc2nc3[nH]c4c(C)cccc4c3nn12	0.9	11.9	1	7.4	3.6	0.9	1
CCOc1cc2[nH]c(=O)n(CCC(=O)NCCc3ccccc3)c(=O)c2cc1OCC	1.1	3.1	1	-5.4	-23.4	1	1
O=[N+]([O-])c1cccnc1N1CCC(c2cc(-c3cccc(C(F)(F)F)c3)n[nH]2)CC1	1.1	18.4	0.8	-11.7	10.1	0.8	0.8

Next part
SMILES	Diaph inh CS	TNAP act hi DEA	bIAP inh	PMI activator	TNAP inh hiacc	TNAP inh noacc	bIAP activator	Diaphorase act	PMI act satM6P	Lmaj promast
O=C(c1ccc(C(F)(F)F)cc1)N1CCC(=O)N(C(COCc2ccc(Cl)cc2)Cc2ccccc2)CC1 (centres undefined)	21.5	1.1	7.2	0.9	-7.0	-3.6	0.9	0.8	0.9	5.4
CCn1c(SCc2nc(-c3ccccc3)no2)nnc1-c1cccs1	13.9	1	15.8	0.9	-4.9	-21.1	0.8	0.9	0.9	27.6
CC(=O)N1CCN(CC(=O)Nc2cccc(S(=O)(=O)N3CCCCCC3)c2)CC1	0.0	1.1	-27.5	1.1	-5.7	-19.8	1.3	1	1	-9.1
CCc1ccc(CN/C=C/C(=O)c2ccc(Br)cc2)cc1	19.1	1.1	nt	0.9	-6.0	-11.3	0.2	0.8	0.9	-9.9
Cc1nc2n(n1)C(O)c1cc([N+](=O)[O-])ccc1S2 (centres undefined)	24.4	1	-7.3	1	-4.4	-12.9	1.1	0.8	0.9	16.3
Cc1ccc(CS(=O)(=O)Cc2ccc(C(=O)NCc3cccnc3)o2)cc1	-11.2	1.1	8.5	1.1	-9.9	0.5	0.9	1.1	1.1	0.5
Oc1c(C(c2ccccc2)N2CCCCC2)sc2ncnn12 (centres undefined)	-13.9	1	-6.6	1.1	-4.0	1.0	1.1	1.1	1	-0.3
COc1ccc(C(=O)N2c3ccc(F)cc3CCC2C)cc1OC (centres undefined)	16.1	1	3.8	0.9	-3.4	-10.0	1	0.8	0.9	5.2
COC(=O)N/N=C/c1ccccc1Cl	1.7	1	-9.1	1.1	-0.8	-8.6	1.1	1	1	-3.8
CC(=O)Nc1nnc(SCc2cc(=O)c(OC(=O)c3ccccc3)co2)s1	4.5	1	2.8	1	-1.0	-3.6	1	1	1	-3.0
COc1cccc(C(=O)NCCCN2CCN(CCCNC(=O)c3cccc(OC)c3)CC2)c1	-2.0	1.1	0.3	1.1	-5.1	-9.4	1	1	1	-1.4
COC(=O)c1cc(NC(=O)C2C3C=CC(C3)C2C(=O)O)cc(C(=O)OC)c1 (centres undefined)	8.9	1	4.2	0.9	-1.2	-7.5	1	0.9	1	-0.2
C=CCn1c(O)c(C(CC)=NCc2cccnc2)c(=O)[nH]c1=O	10.3	1.1	9.9	0.9	-5.7	-9.5	0.9	0.9	0.9	-1.4
CN(Cc1ccccc1)Cc1nc2c(c(=O)n(C)c(=O)n2C)n1Cc1ccc(F)cc1	13.5	1.1	3.1	1	-8.2	-12.5	1	0.9	1	27.0
O=S(=O)(Cc1ccccc1)N1CCCCC1	-5.6	1.1	6.4	1	-8.4	-4.1	0.9	1.1	1.1	0.3
O=C(CCN1C(=O)c2ccccc2C1=O)NCCCn1ccnc1	-0.3	1	-15.5	1.1	-1.5	-8.4	1.2	1	1	-10.1
O=C(NCCc1nc2ccccc2[nH]1)c1cc([N+](=O)[O-])cc([N+](=O)[O-])c1	9.4	1	11.7	0.9	1.2	-12.7	0.9	0.9	0.9	98.3*
Cc1ccc(SCCC(=O)NCC2CCCO2)cc1 (centres undefined)	20.0	1	8.7	0.9	-2.9	-12.1	0.9	0.8	0.8	-1.1
Cc1[nH]c2ccccc2c1C(=O)CSc1nc2ccccc2c(=O)n1CCCN1CCOCC1	5.0	1	35.1	0.9	-3.3	-13.9	0.6	0.9	1	29.2
CC(C)C(C)NC(=O)COc1ccc(-c2ccccc2)cc1 (centres undefined)	4.4	1.1	22.2	1.1	-7.9	-6.6	0.8	1	1.1	-1.0
CS(=O)(=O)N(C(=O)NC(=O)NC12CC3CC(CC(C3)C1)C2)C1CCCCC1	6.2	1	16.3	1	-4.2	-11.5	0.8	0.9	1	0.5
CC(=O)NCCn1c(SCC(=O)NCc2ccco2)nc2ccccc2c1=O	4.6	1	0.6	1.1	-2.1	-11.6	1	1	1.1	0.6
Cc1ccc(N=Cc2sccc2C)cc1C	13.2	1	11.2	0.9	-4.2	-6.5	0.9	0.9	0.9	0.5
Cc1nnc(NC(=O)CSc2nnc(Cc3cccn3C)n2C)s1	-2.7	1.1	-6.1	0.9	-6.9	-7.3	1.1	1	0.9	13.0
CCN(CC)CCN(C(=O)c1ccc(C(C)=O)cc1)c1nc2ccc(Cl)cc2s1	-4.2	1	-2.3	1.3	-4.7	-5.4	1	1	1.2	17.2
O=C(NCC1CCCO1)c1ccc2c(=O)n(CC3CCCO3)c(=S)[nH]c2c1 (centres undefined)	10.6	1	6.8	1	3.3	-3.5	0.9	0.9	1	-4.1
Cc1ccc(S(=O)(=O)NC(=O)NCCCCNC(=O)NS(=O)(=O)c2ccc(C)cc2)cc1	4.0	1	13.7	1.1	-2.4	-14.8	0.9	1	1.1	-5.3
CS(=O)(=O)N1CCN(c2ccccc2NC(=O)c2cc(Br)ccc2Cl)CC1	-1.7	1	-3.8	1	-2.0	-9.3	1	1	1	16.8
O=C(CCC1CCCCC1)NCCN1C2=NC[C@H](Cc3ccccc3)N2C[C@H]1Cc1ccc(O)cc1	0.5	1	-2.1	0.9	-3.0	4.0	1	1	1	2.8

Results in bIAP inh, PMI act satM6P and bIAP activator, for 5 of the compounds above:
| SMILES | bIAP inh | PMI act satM6P | bIAP activator |
| --- | --- | --- | --- |
| CCN(CC)CCN(C(=O)c1ccc(C(C)=O)cc1)c1nc2ccc(Cl)cc2s1 | -2.3 | 1.2 | 1 |
| O=C(NCC1CCCO1)c1ccc2c(=O)n(CC3CCCO3)c(=S)[nH]c2c1 (centres undefined) | 6.8 | 1 | 0.9 |
| CS(=O)(=O)N1CCN(c2ccccc2NC(=O)c2cc(Br)ccc2Cl)CC1 | -3.8 | 1 | 1 |
| Cc1ccc(N=Cc2sccc2C)cc1C | 11.2 | 0.9 | 0.9 |
| CS(=O)(=O)N(C(=O)NC(=O)NC12CC3CC(CC(C3)C1)C2)C1CCCCC1 | 16.3 | 1 | 0.8 |

Compound activity as filed in PubChem.
